# BRCT inh green: qHTS Assay for Inhibitors of BRCT-Phosphoprotein Interaction (Green Fluorophore) | BRCA1 BRCT-phosphopeptide binding, green fluorescence polarization | AID 875, 2007 | 75,000 tested, 0.05% active | Potency, µM (highest dose often 76.9 µM), for inactives: at the top dose activity change, negative = inhibition, most hits filed as inhibitors;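 note: potency is the fitted concentration of half-maximal effect; plate controls were peptide without protein for full effect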
#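 Fluorescence polarization: His-tagged BRCT (~35 kDa BRCA1 C-terminus, 250 nM) bound to 100 nM fluorescein-labeled phosphorylated 10-aa BACH1 peptide, pH 7.3 phosphate buffer with DTT and Tween 20. Compounds incubated 12 min at room temperature; inhibition read as lowered polarization.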
# Pol III holo inh: qHTS Assay for Inhibitors of DNA Polymerase III Holoenzyme System | reconstituted DNA polymerase III holoenzyme replication, biochemical | AID 603, 2007 | 71,000 tested, 0.25% active | Potency, µM (top dose mostly 57.1 µM), without a hit: top-dose activity change, negative = inhibition; note: potency is the fitted concentration of half-maximal effect; % is set by controls: 0 for no effect and ±100 for the full control effect
#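 Reconstituted *E. coli* holoenzyme (0.35 nM Pol III, 1 nM beta, 154 nM SSB, 2 nM primase) was preincubated with compound for 15 min at RT. Synthesis on 1.4 nM ssM13Gori ran 35 min, then was stopped with PicoGreen/EDTA and read as dsDNA fluorescence.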
# Caspase-7 inhib: qHTS Assay for Allosteric/Competitive Inhibitors of Caspase-7; P55210; recombinant caspase-7, Ac-DEVD-AFC fluorescence rate; Potency, µM (highest dose often 57.5 µM), inactives show top-dose activity change, negative = inhibition, hits mostly inhibitors; 75,000 tested, 0.02% active; AID 889, 2007; active = well fitted inhibition curve with a large enough effect in the main read-out, with a control signal flat, not every such curve was filed as active; inconclusive = small, poorly fitted or top-dose-only effect, or a change in a side signal; note: potency is the fitted concentration of half-maximal effect; % of control where 0% means no effect
# Caspase-1 inhib: qHTS Assay for Allosteric/Competitive Inhibitors of Caspase-1 | P29466 | Caspase-1 enzyme, Ac-WEHD-AFC fluorogenic rate | Potency, µM (series often up to 57.5 µM), for inactives: top-dose activity change, negative = inhibition, usual class: inhibitors | 75,000 tested, 0.03% active;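 note: potency is the fitted concentration of half-maximal effect; plate controls were vehicle for no effect and no substrate for full effect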
# Target sequence (P29466 120-297 limits assumed): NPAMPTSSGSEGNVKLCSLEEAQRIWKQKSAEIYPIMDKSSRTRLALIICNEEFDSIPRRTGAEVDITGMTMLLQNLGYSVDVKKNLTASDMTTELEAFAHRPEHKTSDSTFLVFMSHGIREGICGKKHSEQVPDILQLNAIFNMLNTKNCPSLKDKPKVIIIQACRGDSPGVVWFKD
# Target sequence (P29466 317-404 limits assumed): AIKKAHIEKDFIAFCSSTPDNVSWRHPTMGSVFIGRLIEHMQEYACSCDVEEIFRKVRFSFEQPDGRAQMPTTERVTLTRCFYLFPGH
# Rhodamine autofl: qHTS Assay for Spectroscopic Profiling in Rhodamine Spectral Region. Rhodamine-region fluorescence, 547/598 nm, Tris buffer; hits give high values. max dye-equivalent concentration, M. 59,000 tested, 0.05% active; in the data active = max dye-equivalent concentration above about 11 nM; inconclusive = between about 1.1 nM and that limit
#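 Steps: pin-transfer compounds into pH 8.0 Tris (100 mM), hold 15 min at room temperature, image with a 547/598 nm filter pair, and convert intensities to rhodamine-equivalent concentration using a six-point on-plate rhodamine series.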
# USP2a inhib: qHTS Assay for Inhibitors of Ubiquitin-specific Protease USP2a. USP2a enzymatic assay, qHTS inhibition. Potency, µM (highest dose often 38.3 µM), inactives show at the top dose activity change, negative = inhibition, usual class: inhibitors. 60,000 tested, 0.1% active. AID 927, 2007;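 note: potency is the fitted concentration of half-maximal effect; nearly all actives have a fitted effect of over 60% in size; plate controls were DMSO for no effect and NEM full inhibition control for full effect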
#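 20 nM USP2 core + cpd, 30 min RT; add 20 nM Ub-PLA2/20 uM NBD C6-HPC; read Ex460/Em535 at 0 h and 2.5 h. Normalized to NEM; qHTS curve fit/classification.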
# HADH2 inh: qHTS Assay for Inhibitors of HADH2 (Hydroxyacyl-Coenzyme A Dehydrogenase, Type II); 73,000 tested, 3.4% active; recombinant HADH2, NADH fluorescence, beta-hydroxybutyryl-CoA; 3-hydroxyacyl-CoA dehydrogenase type-2 (Homo sapiens), Q99714; Potency, µM (titrated, usually from 57.1 µM), for the others: top-dose activity change, negative = inhibition, hits mostly inhibitors; note: potency is the fitted concentration of half-maximal effect; % is set by controls: 0 for no effect and ±100 for the full control effect; nearly all actives have a fitted effect of over 60% in size; many of its hits are not listed in these tables
#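 His-tagged recombinant enzyme from E. coli, 20 nM, preincubated 15 min RT with compound; reaction started with 1 mM NAD+ and 90 uM beta-hydroxybutyryl-CoA in 100 mM Tris-HCl pH 9.0. NADH fluorescence (ex 360/em 450) read over 4 min; last-minus-first difference.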
# Tau fil binding: qHTS Assay for Tau Filament Binding | recombinant tau filaments, thioflavin S fluorescence, 15 h; filaments grown with octadecylsulfate alongside compound | Potency, µM (series often up to 57.1 µM), for inactives: at the top dose activity change, negative = inhibition | 71,000 tested, 2% active | AID 596, 2007;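 note: potency is the fitted concentration of half-maximal effect; % is set by controls: 0 for no effect and ±100 for the full control effect; actives lower thioflavin S fluorescence by blocking filaments or displacing dye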
#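 Recombinant tau protein (human, 1 uM final) plus 30 uM ODS in HEPES pH 7.4 with NaCl, DTT and thioflavine S. Compound present from the start; fluorescence at 510 nm after 15 h, 37 C.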
# BRCT PPI red: qHTS Assay for Inhibitors of BRCT-Phosphoprotein Interaction (Red Fluorophore); Breast cancer type 1 susceptibility protein (Homo sapiens), P38398; BRCT-phosphopeptide binding, red fluorescence polarization; Potency, µM (top dose mostly 76.9 µM), for the others: at the highest dose activity change, negative = inhibition, usual class: inhibitors; 75,000 tested, 0.03% active; note: % is set by controls: 0 for no effect and ±100 for the full control effect
#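 Fluorescence polarization: 100 nM His-tagged BRCA1 BRCT with 100 nM TAMRA-labelled phospho-BACH1 decapeptide, phosphate buffer pH 7.3 with 150 mM NaCl, DTT, 0.01% Tween 20; 12 min RT. Binding inhibition seen as FP decrease.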
# ALOX15 inhib: qHTS Assay for Inhibitors of 15-hLO (15-human lipoxygenase). AID 887, 2007. Potency, µM (titrated, usually from 57.1 µM), for the others: at the top dose activity change, negative = inhibition, most hits filed as inhibitors. purified 15hLO-1, xylenol orange hydroperoxide absorbance. 74,000 tested, 1.4% active; note: potency is the fitted concentration of half-maximal effect; % is set by controls: 0 for no effect and ±100 for the full control effect; nearly all actives have a fitted effect of over 55% in size
# Target sequence (P16050 whole entry, looked up): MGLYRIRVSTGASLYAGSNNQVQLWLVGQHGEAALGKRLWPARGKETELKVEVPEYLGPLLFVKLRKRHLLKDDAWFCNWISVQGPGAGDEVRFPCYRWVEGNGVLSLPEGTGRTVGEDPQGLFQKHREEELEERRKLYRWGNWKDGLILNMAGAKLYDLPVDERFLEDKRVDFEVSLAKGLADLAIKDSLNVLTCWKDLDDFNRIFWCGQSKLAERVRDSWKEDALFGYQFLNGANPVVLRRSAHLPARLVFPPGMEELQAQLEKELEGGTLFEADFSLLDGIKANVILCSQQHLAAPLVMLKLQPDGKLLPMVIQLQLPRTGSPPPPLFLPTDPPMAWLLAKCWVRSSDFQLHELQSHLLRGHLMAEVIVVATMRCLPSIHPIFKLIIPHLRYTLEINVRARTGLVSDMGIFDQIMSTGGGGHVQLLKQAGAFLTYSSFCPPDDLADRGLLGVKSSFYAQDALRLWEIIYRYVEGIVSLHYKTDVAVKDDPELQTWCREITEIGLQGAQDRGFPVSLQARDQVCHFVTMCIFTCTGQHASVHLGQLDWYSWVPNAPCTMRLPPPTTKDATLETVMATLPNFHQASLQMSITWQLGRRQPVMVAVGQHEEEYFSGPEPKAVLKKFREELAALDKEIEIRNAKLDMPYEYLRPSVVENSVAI
#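 Hydroperoxide formed from arachidonic acid (50 uM) by purified human 15hLO-1 (40 nM) oxidizes ferrous iron, and the ferric-xylenol orange complex is read at 573 versus 405 nm. Compounds were preincubated 15 min; reaction ran 6 min at room temperature.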
# HEK293 cAMP ctrl: qHTS Assay for Agonists of the Thyroid Stimulating Hormone Receptor: Activators of Intracellular cAMP Concentrations in Parental HEK 293 | Potency, µM (series often up to 57.1 µM), without a hit: at the highest dose activation, actives largely listed as activators | 73,000 tested, 2.5% active | parental HEK293 CNG cAMP sensor, membrane potential fluorescence; note: potency is the fitted concentration of half-maximal effect; % of control where 0% means no effect; nearly all actives have a fitted effect of over 55% in size
#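 Counterscreen for endogenous-receptor signalling: CNG-channel HEK 293 cells report cAMP rise by membrane depolarization. After 60 min dye equilibration with 100 uM RO 20-1724, compounds incubated 30 min before bottom-read fluorescence at 590 nm.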
# Active calls of the source: *; i = inactive; ? = inconclusive; / = no result given; [ ] = remark or other dose. Unless noted, calls come from the whole dose curve; as a rule, active = well fitted curve in the direction sought with a large enough effect; inconclusive = small, poorly fitted or top-dose-only effect, or another doubt; inactive = no such curve, though single readings can be large; an effect the other way counts as inactive or inconclusive.
SMILES,BRCT inh green,Pol III holo inh,Caspase-7 inhib,Caspase-1 inhib,Rhodamine autofl,USP2a inhib,HADH2 inh,Tau fil binding,BRCT PPI red,ALOX15 inhib,HEK293 cAMP ctrl
COc1ccc2c(CC(=O)Nc3nnc(C4CC4)s3)coc2c1,6.7%,8%,-2%,3%,i,27%,0%,76%,-0.7%,-18%,17%
CCc1nnc(NC(=O)CSc2nnc(COc3ccccc3C)o2)s1,-0.9%,-4%,-1%,1%,i,-1%,-8%,-11%,0.2%,30%[activator],4%
Cc1nnc(NC(=O)CCC(=O)N2CCN(CCc3ccccc3)CC2)s1,-0.9%,-2%,1%,1%,i,-3%,4%,8%,0.6%,-4%,?
O=C(c1ccco1)N1CCC2(CC1)CN(c1ncccn1)C2,-6.3%,-2%,0%,-2%,i,12%,3%,-9%,-0.7%,7%,-3%
CC(C)n1c(Nn2cnnc2)nc2ccccc21,0.0%,3%,0%,2%,i,5%,-2%,-2%,2.4%,27%,?
COC(=O)C1CCCN1C(C(=O)NC1CCCCC1)c1ccc(Cl)cc1 (stereo not drawn),-1.1%,12%,-2%,-3%,/,/,7%,-18%,-0.1%,-4%,?
CCOC(=O)COn1c2c(c3c4no[n+]([O-])c4ccc31)CCCC2,-3.8%,-10%,1%,-1%,i,-4%,-1%,-21%,-1.0%,-2%,?
CCOC(=O)c1nnn(-c2nonc2N)c1CN1CCc2ccccc2C1,0.1%,-13%,-4%,-4%,i,/,7%,10%,-2.9%,-2%,18%
O=c1c2c3c(sc2nc2n1CCC2)CCC3,1.3%,0%,0%,-1%,i,-7%,-4%,-4%,1.4%,-5%,?
Cc1ccc(C(=O)CC2(O)C(=O)N(C)c3ccccc32)o1 (stereo not drawn),-2.5%,-3%,-1%,-2%,/,/,1%,-13%,0.1%,-5%,17%
COC(=O)C1=C(CN2CCSCC2)NC(=O)NC1c1cc(C)ccc1C (stereo not drawn),-1.6%,1%,-2%,-1%,i,8%,7%,8%,0.3%,-8%,1%
C=C1C2CC[C@@]3(C)C(c4ccoc4)OC(=O)C[C@@]13OC1CC(=O)C(C)(C)C(CC(=O)OC)[C@]12C (stereo partly drawn),-2.5%[3.08 µM],/,-5%,-4%,/,20%,/,/,-0.8%,0%,/

# Among those listed so far, four have a carbonyl joined to an NH by a bond outside any ring.
SMILES,BRCT inh green,Pol III holo inh,Caspase-7 inhib,Caspase-1 inhib,Rhodamine autofl,USP2a inhib,HADH2 inh,Tau fil binding,BRCT PPI red,ALOX15 inhib,HEK293 cAMP ctrl
COc1ccc2c(CC(=O)Nc3nnc(C4CC4)s3)coc2c1,6.7%,8%,-2%,3%,i,27%,0%,76%,-0.7%,-18%,17%
CCc1nnc(NC(=O)CSc2nnc(COc3ccccc3C)o2)s1,-0.9%,-4%,-1%,1%,i,-1%,-8%,-11%,0.2%,30%[activator],4%
Cc1nnc(NC(=O)CCC(=O)N2CCN(CCc3ccccc3)CC2)s1,-0.9%,-2%,1%,1%,i,-3%,4%,8%,0.6%,-4%,?
COC(=O)C1CCCN1C(C(=O)NC1CCCCC1)c1ccc(Cl)cc1 (stereo not drawn),-1.1%,12%,-2%,-3%,/,/,7%,-18%,-0.1%,-4%,?

# Next part
SMILES,BRCT inh green,Pol III holo inh,Caspase-7 inhib,Caspase-1 inhib,Rhodamine autofl,USP2a inhib,HADH2 inh,Tau fil binding,BRCT PPI red,ALOX15 inhib,HEK293 cAMP ctrl
Nc1ccccc1OCCOCCOCCOc1ccccc1N,-2.9%,-7%,0%,-2%,i,4%,-3%,-24%,0.5%,-13%,3%
O=C(CSc1nc(-c2ccccc2)c(-c2ccccc2)o1)N1CCOCC1,-0.6%,/,-2%,-4%,/,/,118%[activator],/,-0.6%,?,?
COc1cccc2cc(C(=O)N3CCN(c4ncccn4)CC3)c(=O)oc12,-1.8%,-9%,-1%,1%,i,-5%,?,-18%,0.7%,-7%,5%
Cc1noc(C)c1S(=O)(=O)N(CC(=O)Nc1ccc2c(c1)OCCO2)c1ccc(C(C)C)cc1,-1.5%,5%,-2%,-3%,/,/,2%,226%,0.2%,-6%,20%
CCCCS(=O)(=O)NC1=NCN(CCO)CN1,-2.4%,-5%,-4%,0%,i,-5%,0%,12%,-0.1%,5%,2%
c1ccc2c(c1)Oc1ccccc1S2,-1.4%,3%,1%,-2%,/,/,-6%,13%,0.7%,-3%,18%
CCOC(=O)c1cnc(SCC(=O)Nc2cc(C(F)(F)F)ccc2N2CCOCC2)nc1N,-2.3%,1%,-1%,1%,i,-9%,9%,-6%,2.3%,-6%,11%
CC(=O)c1ccc(NC(=O)C2CCC(C)NC2=O)cc1 (stereo not drawn),0.1%,-3%,0%,-2%,i,6%,3%,-5%,-0.3%,3%,0%
CC1(C(=O)NC2CCCCC2)CCC(=O)N1Cc1cccs1 (stereo not drawn),-2.0%,-4%,2%,0%,/,/,1%,2%,-0.7%,0%,4%
CC(C)OC(=O)C1C(=O)CC(C)(O)C(C(=O)OC(C)C)C1c1cccc(O)c1 (stereo not drawn),-0.7%,-5%,0%,-1%,i,2%,6%,4%,-0.9%,-11%,?
CC(C)(Oc1ccc(Cl)cc1)C(=O)NCc1ccco1,2.0%,-2%,-5%,-2%,/,53%[activator],-14%,-24%,-0.3%,-29%,15%
Cc1cc(Cl)ccc1OCCCC(=O)N1CCOCC1,0.7%,0%,-4%,-2%,i,9%,10%,-6%,-0.3%,4%,6%
O=C(Cn1ncc2c(=O)oc3ccccc3c21)N(Cc1ccco1)C1CCCCC1,0.9%,-1%,-4%,-4%,/,/,0%,18%,-1.3%,-23%,?
CN(C)c1nc(OCCNC(=O)COc2ccc(Cl)cc2Cl)nc(N2CCOCC2)n1,2.2%,0%,-1%,2%,i,20%,10%,2%,-0.5%,-1%,26%
Cc1ccc(C(=O)CSc2nnc(CNc3ccc(C)cc3C)o2)cc1,-2.5%,-6%,-2%,2%,i,8%,23%,-4%,-1.7%,-12%,17%
CCC(C)NC(=O)CCNS(=O)(=O)c1ccc(Br)cc1 (stereo not drawn),0.2%,12%,-2%,2%,i,-1%,2%,3%,-0.3%,5%,68%
N#Cc1cc2c(nc1SCC(=O)N1CCCCC1)CCCC2,-0.3%,-4%,0%,-1%,/,-3%,6%,14%,-1.2%,9%,?
CC1Oc2ccccc2N(CC(=O)c2cccc(Cl)c2)C1=O (stereo not drawn),-0.8%,-8%,-2%,-1%,i,8%,-10%,-3%,-0.3%,-14%,?
Cc1nn2c(N3CCN(c4ccccn4)CC3)cc(C(C)C)nc2c1-c1ccccc1,-2.5%,1%,-3%,-2%,i,12%,?,-14%,-0.4%,13%,23%
O=C(CSc1nc2c(cnn2-c2ccc(F)cc2)c(=O)[nH]1)N1CCCCCC1,1.8%,-12%,2%,0%,/,/,-3%,78%,-0.3%,8%,2%
CCN1CCCC1CNC(=O)C1c2ccccc2C(=O)N(CCOC)C1c1ccc(F)cc1 (stereo not drawn),-0.2%,-7%,1%,1%,i,4%,0%,-28%,-1.7%,-4%,7%
CCN(CC)C(=O)CSc1nnc(-c2ccccc2)n1N,-0.8%,4%,0%,-1%,i,4%,7%,8%,-0.8%,8%,3%
CCOc1cccc(C2c3c(oc4ccccc4c3=O)C(=O)N2c2ccccn2)c1 (stereo not drawn),-1.5%,-1%,-2%,3%,/,/,-3%,18%,0.2%,3%,3%
Cc1ccc2nc(NC(=O)CNS(=O)(=O)c3ccc(Br)s3)sc2c1,-1.6%,6%,-5%,-1%,i,19%,21%,200%,0.7%,-18%,26%
CCc1ccccc1OCCCCCNCCO,-1.4%,/,-1%,-4%,/,/,7%,/,-0.8%,-3%,-22%
CN(c1ccccc1C(=O)NCc1ccco1)S(C)(=O)=O,-3.3%,-9%,-12%,-6%,i,2%,-15%,-4%,-4.1%,-6%,5%

# Assay outcomes: PubChem, National Center for Advancing Translational Sciences (NCATS)

# This is a subset, so the mix of outcomes need not match the whole.
